# APJ antagonist: antagonists of human apelin receptor APJ, primary screen, CHO-K1 cells, beta-arrestin complementation, luminescence; P35414; 0.32% of 330,000 active; inhibition, % at 20 µM; AID 2521, 2010;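 active = inhibition above about 40% at 20 µM, limit read from the data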;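 also: cells challenged with 10 nM apelin-13 agonist together with compound; plate controls were apelin-13 plus DMSO wells for no effect and DMSO wells lacking apelin-13 for full effect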
# CXCR6 block: CXCR6 receptor inhibitors, primary screen, cell-based, beta-arrestin, luminescence, CHO-K1 PathHunter, 1536-well; C-X-C chemokine receptor type 6 (Homo sapiens), O00574; inhibition, % at 20 µM; 0.36% of 360,000 active; in the data active = inhibition above about 34%, passing the limit was not always enough;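 also: antagonist mode with CXCL16 agonist at 10 nM final; 0% = 10 nM CXCL16 with DMSO and 100% = unstimulated wells without agonist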
# tim23-1 inh: growth inhibitors of tim23-1 mutant yeast, primary screen, luminescence, uHTS; inhibition, % at 20 µM; 1.3% of 330,000 active; AID 463212, 2010; S. cerevisiae tim23-1 growth, BacTiter-Glo luminescence, 24 h;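 active = growth inhibition of the mutant yeast at or above 50%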;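 also: temperature-sensitive mutant grown at 25 °C; plate controls were DMSO-treated mutant yeast for no effect and medium wells lacking yeast for full effect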
# UPR XBP1 act: activators of adaptive XBP1 UPR arm, primary screen, cell-based, CHO-XBP1 luciferase reporter, luminescence, uHTS. IRE1-XBP1 UPR activation; percent of tunicamycin response, DMSO as zero. activation, % at 20 µM. 0.33% of 330,000 active. AID 463104, 2010;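 active = versus positive control, 20 µM dose yields 30% or more activation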;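 also: 100% = tunicamycin at 10 µg/mL and 0% = DMSO only wells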
#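 assay system = CHO-XBP1 luciferase reporter cells | amount = 1000 cells/well | buffer or medium = F12 plus 10% FBS | compound dosing = single point, 20 µM final compound, 1% DMSO | incubation = 16-18 h cell attachment at 37 °C, then 6 h compound exposure | detection = Steady-Glo luminescence read | controls = tunicamycin 10 µg/mL and vehicle-only wells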
# tim10-1 inh: growth inhibitors of tim10-1 mutant yeast, primary screen, luminescence, uHTS; S. cerevisiae tim10-1 ts strain growth, BacTiter-Glo, 24 h; 2.2% of 330,000 active; inhibition, % at 20 µM;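 active = inhibition of at least 40%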;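 also: mutant grown at 25 °C; 0% = DMSO wells with yeast and 100% = wells holding no yeast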
# APJ agonist: agonists of human apelin receptor APJ, primary screen, CHO-K1 cells, PathHunter beta-arrestin, luminescence; P35414; 0% DMSO wells, 100% apelin; activation, % at 20 µM; 0.11% of 330,000 active; AID 2520, 2010;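 active = activation more than six SD over the plate average, tested at 20 µM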;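 also: 0% = DMSO alone and 100% = apelin-13 at 10 nM; some results filed as inactive read as strong as hits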
#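 assay system = CHO-K1 APJ beta-arrestin complementation cell line | input = cell density 1000 per well | dosing = compound 20 µM once, DMSO 1% | timing = compound 90 min 25 °C, reagent 1 h | measured by = luminescence from split beta-galactosidase complementation, Galacton Star/Emerald II substrate | read-out basis = APJ agonist activity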
# Mdm2-MdmX inh: inhibitors of human Mdm2-MdmX association, primary screen, cell-based, luminescence, split luciferase, SaOS-2, uHTS; SaOS-2 split-luciferase Mdm2/MdmX complementation; Protein Mdm4 (Homo sapiens) + E3 ubiquitin-protein ligase Mdm2 (Homo sapiens), …; inhibition, % at 8 µM; 3% of 330,000 active;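 active = inhibition of at least 50% at 8 µM in the primary screen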
# Target sequence (O15151 whole entry, looked up): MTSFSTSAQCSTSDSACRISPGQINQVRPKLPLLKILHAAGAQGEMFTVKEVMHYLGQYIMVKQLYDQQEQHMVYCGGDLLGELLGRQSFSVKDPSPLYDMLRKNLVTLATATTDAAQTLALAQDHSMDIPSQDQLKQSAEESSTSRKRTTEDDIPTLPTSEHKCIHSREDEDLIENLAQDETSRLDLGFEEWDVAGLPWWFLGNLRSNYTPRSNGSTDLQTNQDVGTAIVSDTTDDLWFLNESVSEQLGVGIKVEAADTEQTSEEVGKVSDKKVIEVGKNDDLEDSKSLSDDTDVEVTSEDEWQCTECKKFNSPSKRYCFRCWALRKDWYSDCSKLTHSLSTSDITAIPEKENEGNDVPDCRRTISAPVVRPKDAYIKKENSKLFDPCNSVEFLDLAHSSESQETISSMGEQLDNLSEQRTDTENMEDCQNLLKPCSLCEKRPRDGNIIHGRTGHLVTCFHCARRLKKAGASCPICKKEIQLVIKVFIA
# Target sequence (Q00987 whole entry, looked up): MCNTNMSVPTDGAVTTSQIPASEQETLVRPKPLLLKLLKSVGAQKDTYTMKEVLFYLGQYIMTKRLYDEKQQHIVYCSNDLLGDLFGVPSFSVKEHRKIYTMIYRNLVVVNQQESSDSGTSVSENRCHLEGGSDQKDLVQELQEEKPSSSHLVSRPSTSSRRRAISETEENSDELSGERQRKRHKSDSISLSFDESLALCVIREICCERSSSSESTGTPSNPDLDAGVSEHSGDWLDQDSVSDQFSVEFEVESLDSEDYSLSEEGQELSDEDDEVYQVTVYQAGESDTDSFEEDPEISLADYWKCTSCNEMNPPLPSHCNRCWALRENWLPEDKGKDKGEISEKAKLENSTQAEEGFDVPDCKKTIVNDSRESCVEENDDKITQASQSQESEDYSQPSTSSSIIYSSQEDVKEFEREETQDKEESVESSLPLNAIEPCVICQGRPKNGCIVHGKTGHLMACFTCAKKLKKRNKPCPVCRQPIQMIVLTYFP
# CHOP UPR activ: activators of apoptotic CHOP UPR arm, primary screen, cell-based, CHO-CHOP luciferase reporter, luminescence, uHTS. UPR activation; percent of tunicamycin response over DMSO baseline. activation, % at 10 µM. 0.34% of 330,000 active. AID 449763, 2010;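 active = at 10 µM dose, activation of 40% or more, normalized to positive control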;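 also: 100% = tunicamycin at 10 µg/mL and 0% = DMSO alone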
#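 Evaluation: % reporter activation, DMSO baseline versus tunicamycin full activation; System: CHO-CHOP luciferase reporter cell line; Input: 500 cells/well; Incubation: 6 h compound treatment, 37 °C; Measured by: Steady-Glo luciferase luminescence; Dosing: one dose, 10 µM in 0.5% DMSO; Buffer or medium: F12 medium, 10% FBS; Benchmarks: positive tunicamycin 10 µg/mL, negative DMSO alone.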
# TIM10 inh: growth inhibitors of isogenic TIM10 control yeast, primary screen, counter-screen for tim10-1 yeast inhibitor project, luminescence, uHTS; S. cerevisiae TIM10 strain growth, BacTiter-Glo luminescence, 24 h; 1.4% of 330,000 active; inhibition, % at 10 µM;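 active = inhibition of 40% or more at the single tested concentration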;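 also: wild-type TIM10 isogenic control strain grown at permissive 25 °C; 0% = DMSO yeast wells and 100% = minimal medium wells without yeast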
# Starred values were filed as active, the others as inactive; · = not tested or not shown.
SMILES,APJ antagonist,CXCR6 block,tim23-1 inh,UPR XBP1 act,tim10-1 inh,APJ agonist,Mdm2-MdmX inh,CHOP UPR activ,TIM10 inh
Cc1cnc(C(=O)OCC(=O)N(C(C)C)C(C)C)cn1,15.4,1.0,11.0,-2.4,-0.5,-0.9,32.1,1.5,-0.1
FC(F)(F)c1cccc(NC(=S)NNC(=S)Nc2cccc(C(F)(F)F)c2)c1,2.0,·,39.9,-0.2,46.9*,-2.0,43.7,3.9,54.3*
COc1ccc(NC(=O)Nc2cccc(C)n2)cc1,12.6,-8.4,17.0,0.6,6.6,-3.4,-35.6,9.2,3.6
COc1ccc(NC(=S)NCCCc2ccccc2)cc1,7.1,-5.6,14.9,-0.3,30.6,-2.4,35.9,-2.1,38.0
Cc1cc(C)c(C(=O)C(C)OC(=O)Cn2cnc3c2c(=O)n(C)c(=O)n3C)cc1C (stereo unspecified),6.7,-0.5,-7.3,-0.4,-16.8,-2.1,2.8,-0.4,58.2*
COc1ccccc1CCN=C(N)NS(=O)(=O)c1cccs1,0.8,-2.5,15.2,-6.8,0.3,-2.7,20.6,2.4,7.2
COCc1cc(C)nc2sc(C(=O)Nc3ccc(OC)cc3)c(N)c12,15.7,5.8,20.8,5.9,13.4,-1.5,-12.4,2.2,-2.4
S=c1[nH]nc(Cc2cccs2)n1-c1ccccc1Cl,2.0,-3.3,14.5,3.0,17.7,-4.3,-20.0,0.6,13.2
CCCN1CCN(S(=O)(=O)c2ccc3c(c2)CCC(=O)N3)CC1,-2.6,-2.5,-1.9,0.3,10.8,-2.8,-6.7,-1.7,8.2
Cc1ccc(C(=O)OC(C)C(=O)NC2CCCCC2)cc1S(=O)(=O)N1CCCCC1 (stereo unspecified),-10.0,3.6,17.0,-2.2,4.9,-5.2,13.7,1.3,12.2
Oc1ccc(NCc2cccc(OCc3ccc(F)cc3)c2)cc1,-12.7,5.3,39.0,-2.4,31.9,4.2,0.8,0.6,24.7
C=C1C[C@@]23CCC4[C@@](C)(CCC[C@@]4(C)C(=O)OC)C2CC[C@]1(OC(C)=O)C3 (stereo partly specified),19.2,3.9,32.4,-3.0,7.7,-2.1,9.5,0.4,3.4
O=[N+]([O-])c1cnc(Nc2ccc(Cl)cn2)c([N+](=O)[O-])c1,-27.1,-30.4,73.1*,-5.9,73.1*,7.9,5.9,0.5,49.6*
COc1ccc(-c2c(C)nn3c(N4CCC(C(=O)NCCN(C)C)CC4)cc(C)nc23)cc1OC,8.6,5.6,9.3,2.6,7.8,0.9,15.4,-1.7,12.0
Cc1onc(NC(=O)c2ccc([N+](=O)[O-])o2)c1Br,-26.8,-25.5,55.6*,-3.8,42.4*,3.5,9.3,4.3,46.6*
Oc1c(N=NC(=S)Nc2ccccc2F)c2ccccc2n1Cc1cccc(Cl)c1,-24.7,0.7,8.3,-0.2,19.8,-1.1,58.6*,-2.6,10.5
O=S(=O)(NC1CCCCC1)c1ccc(N2CCOCC2)nc1,-9.3,-2.1,-4.7,-0.7,-10.0,1.5,21.9,-0.3,-5.9
O=C(Cn1nnc(-c2ccncc2)n1)Nc1ccc2c(c1)CCC2,-0.4,1.0,-4.1,-1.3,-4.4,0.4,35.1,-0.4,0.5
CC(=O)c1sc(NCCOc2ccc(C)cc2)nc1C,-6.2,8.2,1.4,2.8,-2.4,-1.2,-7.2,1.3,-14.6
COc1ccc(Cn2c(C3CC3)nc3ccc(NC(C)=O)cc3c2=O)cc1,8.1,-0.5,-5.0,1.5,18.9,-1.9,-184.5,2.7,20.2
Cc1ccccc1CSCc1nc2ccccc2[nH]1,10.1,-3.9,18.1,3.1,15.4,-0.2,11.1,3.6,25.3
CCOc1ccc(S(=O)(=O)N2CCCCC2)cc1NC(=O)C1=COCCO1,0.4,2.1,7.9,-2.9,-20.9,-3.7,6.5,0.6,-7.2
Cc1c(O)nc(SCC(=O)Nc2cccc(C(F)(F)F)c2)n(-c2ccccc2)c1=O,21.0,9.4,6.6,-0.7,-9.3,2.9,18.9,-0.1,9.9
CCOC(=O)C1CCCN(C2CC(=O)N(c3ccc(C)c(C)c3)C2=O)C1 (stereo unspecified),13.3,-24.3,30.5,2.2,25.1,-2.4,2.1,-0.7,8.2
O=C(OCC(=O)c1ccc(S(=O)(=O)N2CCCC2)cc1)C1=COCCO1,27.1,26.9,5.3,0.9,14.9,-9.3,21.7,0.7,9.6

# Part of the list above, with tabs.
Molecule	APJ antagonist	CXCR6 block	tim23-1 inh	UPR XBP1 act	tim10-1 inh	APJ agonist	Mdm2-MdmX inh	CHOP UPR activ	TIM10 inh
O=S(=O)(NC1CCCCC1)c1ccc(N2CCOCC2)nc1	-9.3	-2.1	-4.7	-0.7	-10.0	1.5	21.9	-0.3	-5.9
O=C(Cn1nnc(-c2ccncc2)n1)Nc1ccc2c(c1)CCC2	-0.4	1.0	-4.1	-1.3	-4.4	0.4	35.1	-0.4	0.5

# Carrying on.
SMILES,APJ antagonist,CXCR6 block,tim23-1 inh,UPR XBP1 act,tim10-1 inh,APJ agonist,Mdm2-MdmX inh,CHOP UPR activ,TIM10 inh
CCOC(=O)C1(Cc2ccccc2)CCN(Cc2cc(=O)c3ccccc3[nH]2)CC1,4.5,7.8,12.1,-4.4,-16.7,-3.3,11.4,-0.3,6.5
O=C(CNS(=O)(=O)c1ccc(Cl)cc1)N/N=C/c1ccco1,-6.2,-3.1,8.6,-3.1,-7.7,-4.7,-3.0,-1.0,-8.1
O=C(NCC(=O)N1CCCC1)c1ccccc1F,7.9,5.8,-4.0,5.4,-14.7,-2.3,-18.5,2.7,2.6
Cc1cccc(-c2nnc(SCC(=O)NC3CC3)n2C)c1,7.8,0.9,0.7,0.1,-7.6,6.3,13.3,0.8,-1.9
CCN(CC)Cc1c(NC(=O)c2ccccc2)sc(C)c1C,10.7,5.4,16.5,0.7,26.8,-2.2,-8.0,0.0,9.4
CC(=O)Nc1ccc(N(C(=O)Cn2nnc3ccccc32)C(C(=O)NC2CCCC2)c2ccc(O)c(O)c2)cc1 (stereo unspecified),-44.8,2.3,5.0,-1.7,4.8,-2.5,-10.3,-0.9,-21.3
CCOc1ccc2nc(NC(=O)NC3CCCCC3)sc2c1,3.7,5.8,14.5,1.3,7.0,-3.0,-57.7,2.6,7.5
O=C(Cc1ccc(F)cc1)Nc1ccc(Cl)cn1,-1.4,-7.9,10.6,-3.0,-7.3,-3.1,7.0,2.8,-3.9
CCOC(=O)N1CCN(S(=O)(=O)c2ccc3c(c2)oc(=O)n3C)CC1,4.9,-4.6,22.3,2.5,7.8,-0.6,-21.2,0.2,11.4
COc1cccc(-c2cc(C(=O)Nc3c(C)nn(Cc4ccccc4C)c3C)no2)c1,-8.6,9.5,31.0,-2.3,28.7,-4.4,20.4,1.0,5.6
CCOc1ccccc1NC(=O)C(C)N1C(=O)c2ccccc2S1(=O)=O (stereo unspecified),-9.6,-5.4,22.6,0.1,12.0,-2.2,17.9,-0.8,-0.2
COCCN1C(=O)N(c2cccc(OC)c2)C(=O)C1CC(=O)Nc1cccc(F)c1 (stereo unspecified),10.0,0.2,8.5,-1.1,-3.5,-0.6,3.8,0.2,6.7
CCOC(=O)c1ccc(CSc2nnc(C)n2N)o1,-12.6,14.4,7.2,-1.7,6.7,1.1,1.4,-3.6,6.3
CSc1nc(Cc2ccc(Cl)cc2)nc2ccccc12,6.7,6.4,12.6,-2.0,12.6,-1.9,10.5,-2.5,-4.0
O=C(O)c1ccc(N=Nc2c(O)[nH]c3ccc(Br)cc23)cc1,24.6,11.5,7.9,1.7,7.1,-6.2,5.7,7.0,-0.6
C=CCn1c(SCC(=O)O)nc2sc(CC)cc2c1=O,-0.3,0.2,18.1,-3.8,-3.1,-0.3,5.4,-2.5,3.4
COc1ccc(Oc2nc(SC)nc3ccccc23)cc1,-3.2,-3.0,26.0,-3.0,18.5,-0.1,25.7,-1.9,-15.9
FC(F)Oc1ccccc1NC(=S)Nc1cccc(Cl)c1Cl,9.2,-5.1,20.2,0.0,17.9,-1.4,-6.1,-1.5,1.8
COC(=O)c1ccc(CNC(=O)COC(=O)C23CC4CC(CC(C4)C2)C3)cc1,-10.6,-6.2,46.1,1.7,36.5,-2.5,2.4,0.0,26.0
Cc1cccc(C)c1Nc1nnc(SC/C(O)=C(\C#N)c2nc3ccccc3[nH]2)s1,4.8,-2.7,-3.6,-2.5,-0.3,1.9,6.5,0.0,-1.6
O=C(Nn1c(-c2ccc(Cl)cc2)nc2ccccc2c1=O)c1cccnc1Cl,9.5,-3.4,16.9,-0.3,25.8,-2.0,3.0,0.4,20.7
COc1ccc(-n2c(=S)[nH]c3cc(C(=O)Nc4ccccc4OC)ccc3c2=O)cc1,7.8,·,-5.9,31.7*,16.5,-1.0,40.2,4.6,-13.9
COC(=O)c1cn(NC(=O)c2ccc(F)cc2)c(=O)c2ccccc12,-8.9,-14.9,-9.1,0.2,-4.7,-2.4,23.0,0.9,-11.9
O=C(c1ccccn1)N1N=C2/C(=C/c3ccc(F)cc3)CCCC2C1c1ccc(F)cc1 (stereo unspecified),1.9,0.6,33.5,-0.4,37.5,-1.9,35.5,2.7,20.8
COc1cc(/C=N/NC(=O)C(N)=O)ccc1OCC(=O)N1C(C)CCCC1C (stereo unspecified),3.0,8.3,2.1,0.7,14.2,-2.6,-4.6,0.9,17.9

# The list continues.
SMILES,APJ antagonist,CXCR6 block,tim23-1 inh,UPR XBP1 act,tim10-1 inh,APJ agonist,Mdm2-MdmX inh,CHOP UPR activ,TIM10 inh
Cc1cc2nnc(SC(C)C#N)n2c2ccccc12 (stereo unspecified),-1.7,-4.6,19.0,-1.1,33.2,2.0,-2.8,-0.7,11.9
N#Cc1ccccc1NC(=O)CSc1ccc([N+](=O)[O-])cn1,-5.9,-0.5,9.2,1.7,-0.2,2.9,14.0,1.3,-8.3
CCOc1ccccc1NC(=O)c1cc(=O)[nH]c2ccc(S(=O)(=O)N3CCOCC3)cc12,2.3,-2.1,4.2,-1.9,-4.6,1.6,9.6,1.0,12.2
COc1ccc(-c2nc(CSCC(=O)NCc3ccc4c(c3)OCO4)c(C)o2)cc1OC,10.1,4.3,26.4,-0.6,15.2,-0.8,-18.9,1.3,-4.6
CS(=O)(=O)N1CCN(Cc2ccc(C(F)(F)F)cc2)CC1,-7.0,2.4,4.8,0.7,0.5,-1.7,4.0,-0.6,-20.0
CC(Oc1ccc2ccccc2c1)C(=O)N/N=C/c1cccnc1 (stereo unspecified),4.7,-4.2,16.7,-2.8,-12.0,2.1,-26.3,0.2,-13.9

# Bioassay records: PubChem BioAssay, Sanford-Burnham Center for Chemical Genomics

# Only part of the results is shown; rates above refer to the full screens.
